Compound activity deposited in PubChem BioAssay by several laboratories.
NTR1 ag: NTR1-driven beta-arrestin-GFP spot formation – imaging, U2OS cells, high content, primary screen (AID 493036); P30989; agonist mode; activation, % at 20 µM; 330,000 tested, 0.17% active;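 active = activation at or above 40% of the spot to cytoplasm intensity ratio, with at least 20 cells analyzed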;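 also: 0% = DMSO without peptide and 100% = 100 nM NTR1 peptide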
Target sequence (P30989 whole entry, looked up): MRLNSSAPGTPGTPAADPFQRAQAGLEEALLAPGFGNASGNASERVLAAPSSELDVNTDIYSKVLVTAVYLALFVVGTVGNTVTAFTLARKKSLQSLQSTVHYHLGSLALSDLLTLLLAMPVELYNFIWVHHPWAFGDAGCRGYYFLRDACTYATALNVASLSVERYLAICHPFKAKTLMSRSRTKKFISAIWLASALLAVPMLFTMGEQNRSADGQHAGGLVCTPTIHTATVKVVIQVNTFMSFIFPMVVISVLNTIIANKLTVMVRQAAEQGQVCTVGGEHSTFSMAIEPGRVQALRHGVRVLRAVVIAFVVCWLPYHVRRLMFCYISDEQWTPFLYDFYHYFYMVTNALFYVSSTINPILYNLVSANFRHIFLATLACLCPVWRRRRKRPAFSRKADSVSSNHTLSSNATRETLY
LYP phosphatase: inhibitors of LYP phosphatase, biochemical, fluorescence intensity, uHTS (AID 1779); recombinant LYP phosphatase, fluorescence intensity; higher % means a stronger effect; inhibition, % at 11.5 µM, or IC50 in µM where a hit was titrated; 290,000 tested, 0.054% active; in the data active = inhibition above about 50%;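 also: plate controls were vehicle with enzyme for no effect and no enzyme for full effect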
AID2073: disruptors of CaV2.2 binding to Mint1 – biochemical, HTRF (AID 2073); HTRF protein-protein interaction, Mint1-CaV2.2; higher % means a stronger effect; inhibition, % at 20 µM; hits with a dose series show IC50 in µM; 290,000 tested, 0.19% active; in the data active = inhibition mostly above about 51%, no sharp cut-off; also: some results filed as inactive read as strong as hits
NS5 inhibitors: flavivirus cap methylation enzyme inhibition – biochemical, confirmation dose response, primary screen (AID 588689); 340,000 tested, 0.3% active; inhibition, % at 25 µM; hits with a dose series show IC50 in µM; Dengue-2 NS5 methyltransferase capping enzyme assay, biochemical; higher % means a stronger effect; in the data active = a potency from the dose series
Autophagy HCS: autophagy modulation, high-content screen | MEF GFP-LC3 puncta imaging; test concentration mostly 10 µM | 190,000 tested, 0.98% active | calls only at 10 µM (by protocol);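 active = percentage of spot-positive cells more than 3 SD above its plate mean, without a fluorescence outlier flag or 80% toxicity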;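 also: spot-positive cell cutoff set from DMSO-treated cells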
K1F lysis inhibition: inhibition of K1F phage lysis, E. coli UTI89, bacterial capsule biogenesis inhibitors, alamar blue (AID 488966). E. coli UTI89 K1F phage lysis, alamar blue, 2 h; higher % means a stronger effect. one-dose inhibition, % at 100 µM; IC50 in µM for titrated hits. 340,000 tested, 0.02% active;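 active = phage lysis inhibition, versus mean bacterial control, above a set limit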;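 also: capsule biogenesis inhibitors block K1F phage lysis so surviving cells raise fluorescence; higher fluorescence means more inhibition of phage lysis; actives were called in the ten point dose series up to 300 µM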
RSV CPE inhibition: RSV antiviral activity via CPE protection, HEp-2 cells, primary 10 µM value included (AID 2391); HEp-2 cells, RSV-induced CPE inhibition; higher % means a stronger effect; CPE inhibition, % at 10 µM; hits with a dose series show IC50 in µM; 310,000 tested, 0.13% active; in the data active = a potency from the dose series; also: strong numbers were not always called active
WT yeast gro inh: growth inhibition of WT yeast, mitochondrial fusion screen; AID 1362; mitochondrial fusion phenotypic screen, WT strain; inhibition, % at 10 µM; 190,000 tested, 2.1% active; in the data active = inhibition above about 58%; tested in S. cerevisiae
GPR35 arrestin U2OS: inhibition of zaprinast-stimulated GPR35 beta-arrestin translocation – imaging, U2OS, beta-arrestin-GFP, zaprinast agonist, primary screen (AID 2058); inhibition, % at 10 µM; hits with a dose series show IC50 in µM; 290,000 tested, 0.052% active; U2OS GPR35 beta-arrestin-GFP translocation imaging, zaprinast antagonism; higher % means a stronger effect;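 active = inhibition of at least 50% with at least 30 cells and total cytoplasm GFP at most 10,000,000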
WT yeast gro inh mutant strain: further read-out of WT yeast gro inh, marked with its call; inhibition, %; mitochondrial fusion phenotypic screen, mutant strain inhibition
Autophagy HCS cell loss 18 h: further read-out of Autophagy HCS, marked with its call; toxicity, %; measured here: cell loss, nuclei count;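 cell loss after 18 h compound exposure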
NTR1 ag cell count 20 µM: second read-out of NTR1 ag, no call of its own (marks repeat the call); cell count; measured here: cell count, cytotoxicity flag
Starred values were filed as active, the others as inactive; i = inactive; x = no result given; [ ] = dose if it differs, or a comment.

SMILES	NTR1 ag	NTR1 ag cell count 20 µM	LYP phosphatase	AID2073	NS5 inhibitors	Autophagy HCS	Autophagy HCS cell loss 18 h	K1F lysis inhibition	RSV CPE inhibition	WT yeast gro inh	WT yeast gro inh mutant strain	GPR35 arrestin U2OS
CC(C)C(=O)Nc1nnc(CCc2ccccc2)s1	-0.5	82	-8%	-1%	-1%	x	x	-0.7%[50 µM]	0.5%	x	x	14%
N=c1sccn1CC(=O)N1CCc2ccccc21	-6.9	88	-7%	-1%	-10%	i	5	4.0%	1.0%	-8	2	-3%
O=C(Nc1ccc(-c2cscn2)cc1)C1CCCN(Cc2ccc(CO)o2)C1 (centres undefined)	-0.2	48	-7%	3%	1%	x	x	0.4%	0.8%	x	x	-4%
Cc1c(Cl)cccc1NC(=O)CN1C(=O)CSc2ncccc21	x	x	7%	-2%	x	i	8	x	x	12	4	0%
CCN1C(=O)[C@H]2[C@@H](c3ccc(-c4cccc(Cl)c4)cc3)N[C@@](Cc3ccccc3)(C(=O)OC)[C@H]2C1=O	1.3	52	x	x	6%	x	x	0.1%	8.1%	x	x	x
COc1ccc(CNC(=O)COC(=O)CCN2C(=O)C3CC=CCC3C2=O)cc1OC (centres undefined)	0.6	41	x	x	-3%	x	x	0.3%[50 µM]	1.9%	x	x	x
CCC(CC)CN1CCN=C1N(C)C	1.1	91	-10%	14%	-2%	x	x	1.1%	-0.8%	x	x	6%
CCCCNC(=S)N(CCN(C)C)Cc1cc2cc3c(cc2[nH]c1=O)OCCO3	0.9	66	-7%	-14%	x	x	x	0.7%	-0.7%	x	x	-15%
Cc1sc2nc(C(C)C)nc(SCC(=O)NCc3ccco3)c2c1C	4.4	48	-4%	4%	-11%	i	-1	-0.3%[50 µM]	9.0%	31	22	26%
Cc1ccc(NC(=O)C(=O)NCC2CCCN2S(=O)(=O)c2cccs2)cc1C (centres undefined)	-0.3	59	x	x	2%	x	x	0.7%[50 µM]	6.5%	x	x	x
CCOC(=O)c1ccccc1NC(=O)COC(=O)C1CCCC1	1.0	61	x	x	1%	x	x	0.8%[50 µM]	-1.4%	x	x	x
Nn1c(SCC(=O)NCc2ccccc2)nnc1C1CC1	0.2	68	0%	-8%	5%	i	2	0.7%	-1.0%	-27	-10	-5%
O=S(=O)(NCc1cn2ccsc2n1)c1ccc2c(c1)OCCO2	0.1	39	-2%	-2%	-4%	i	-1	7.7%	-0.2%	-5	-14	-2%
Cc1ccc(C(=O)NCCSC(C)(C)C)cc1[N+](=O)[O-]	-1.6	48	-4%	-3%	-5%	i	0	4.3%	2.2%	4	-3	0%
O=C(CNC(=O)c1ccccc1)NCC(=O)OCC(=O)c1ccccc1Cl	-0.7	53	-12%	3%	-2%	x	x	0.9%[50 µM]	x	x	x	-1%
Cc1ccc(C(C)C)c(OC(=O)/C=C/c2ccccc2)c1	7.9	52	-3%	-4%	-3%	i	-2	2.4%	0.6%	79*	63*	6%
CC(C)(C)c1ccc(C(=O)NNC(=O)c2ccncc2)cc1	-0.8	45	-9%	-5%	-1%	x	x	0.8%	3.1%	x	x	-7%
Cn1cc(Br)c(NS(=O)(=O)c2ccc(Cl)s2)n1	-1.7	67	-4%	-5%	10%	x	x	0.6%	1.6%	x	x	0%
Nc1nc2n(n1)C(c1ccc(Cl)cc1)CC(c1ccc(F)cc1)N2 (centres undefined)	-0.4	64	-1%	43%	-1%	i	-4	-5.0%	0.8%	15	-2	-9%
CCCC(=O)OCC(=O)Nc1ccc2c(c1)OCO2	1.5	60	-2%	0%	-1%	i	2	0.2%	1.3%	-10	-1	-10%

Record cards, as listed above. Order of values: NTR1 ag | NTR1 ag cell count 20 µM | LYP phosphatase | AID2073 | NS5 inhibitors | Autophagy HCS | Autophagy HCS cell loss 18 h | K1F lysis inhibition | RSV CPE inhibition | WT yeast gro inh | WT yeast gro inh mutant strain | GPR35 arrestin U2OS
`CCOC(=O)c1ccccc1NC(=O)COC(=O)C1CCCC1` in the list: 1.0 | 61 | x | x | 1% | x | x | 0.8%[50 µM] | -1.4% | x | x | x
`Cc1ccc(C(=O)NCCSC(C)(C)C)cc1[N+](=O)[O-]` in the list: -1.6 | 48 | -4% | -3% | -5% | i | 0 | 4.3% | 2.2% | 4 | -3 | 0%

Further records
SMILES	NTR1 ag	NTR1 ag cell count 20 µM	LYP phosphatase	AID2073	NS5 inhibitors	Autophagy HCS	Autophagy HCS cell loss 18 h	K1F lysis inhibition	RSV CPE inhibition	WT yeast gro inh	WT yeast gro inh mutant strain	GPR35 arrestin U2OS
COc1cc(NC(=S)NCc2ccco2)cc(OC)c1OC	0.3	62	-6%	-10%	-8%	i	36	0.9%	-0.1%	4	32	-11%
CC1=C(C#N)C(NC(=O)C2CCCCC2)(C(F)(F)F)C(=O)N1 (centres undefined)	0.6	91	-2%	0%	-6%	i	4	5.3%	-0.1%	-3	10	0%
O=c1[nH]nc(CNc2ccc(C(F)(F)F)cc2)c2ccccc12	0.0	71	0%	17%	5%	i	5	-0.1%	12%	15	15	8%
Cc1ccccc1NC(=O)c1cnn(-c2ccccc2)c1C	1.7	62	-11%	17%	-1%	x	x	0.7%	1.4%	x	x	9%
COc1ccc(CCNC(=O)Nc2ccc(F)cc2F)cc1OC	-0.1	43	-6%	6%	-6%	x	x	0.8%	2.0%	x	x	12%
CC(C)(C)OC(=O)N1CCC(NC(=O)c2[nH]cnc2C(=O)Nc2ccccc2)CC1	9.7	59	x	x	-3%	x	x	0.5%	-0.8%	x	x	x
COc1cccc(C(=O)N2CCN(c3ncccn3)CC2)c1	-0.3	52	-6%	6%	1%	i	5	0.5%	1.5%	-5	-4	2%
C/C(=N\NC(=O)CN(c1ccccc1)S(C)(=O)=O)c1ccccc1O	2.0	59	-2%	-4%	2%	i	3	0.3%	0.9%	-9	9	-6%
CCOC(=O)c1c(NC(=O)c2nn(CC)cc2Br)c(C#N)cn1-c1ccccc1	5.3	52	7%	-2%	-6%	i	25	1.2%	17%	3	2	-3%
Cc1cc(=O)[nH]c(SCC(=O)Nc2cc(S(=O)(=O)N(C)C)ccc2Cl)n1	-0.9	40	-2%	-2%	-16%	i	-6	-1.5%	3.0%	-14	10	-2%
Cc1cc(C)cc(NC(=S)/C(=C(\[O-])c2ccc(Cl)cc2Cl)[n+]2ccc(C(C)(C)C)cc2)c1	2.4	57	-1%	11%	2%	x	x	-0.1%	-0.9%	x	x	-4%
CCc1ccc(N2CC(C(=O)N/N=C/c3cc([N+](=O)[O-])ccc3O)CC2=O)cc1 (centres undefined)	2.1	35	7%	11%	x	i	4	x	8.1%	-34	-2	4%
O=C(CSc1nnc(-c2ccc(Br)cc2)o1)Nc1cccc(C(=O)O)c1	-0.2	61	-7%	13%	-7%	x	x	-0.1%	0.8%	x	x	4%
Cc1ccc(C)c(NC(=O)C2COc3ccccc3O2)c1 (centres undefined)	0.2	57	-6%	5%	1%	x	x	0.3%	-1.6%	x	x	12%
CC1CCCC(C(=O)O)N1C(=O)CCS (centres undefined)	0.2	61	-10%	1%	-10%	i	27	-0.4%	0.9%	-23	-25	14%
Cc1c(Cl)ccc2sc(NC(=O)c3ccco3)nc12	6.7	70	-4%	18%	-3%	x	x	-0.1%	5.3%	x	x	3%
CC1(C)C2CCC13CS(=O)(=O)NC3C2 (centres undefined)	-0.5	46	-6%	5%	-4%	i	-16	0.0%	1.9%	-15	16	-10%
CC1=C(C(=O)NC(C)c2ccc3c(c2)OCCO3)C2(CCC(C)CC2)OC1=O (centres undefined)	2.0	50	-4%	25%	3%	x	x	3.6%	-0.9%	21	-6	-5%
COc1ccc(CNc2nc(NCc3ccc(OC)cc3)n(C(C)=O)n2)cc1	2.9	60	-5%	2%	-4%	i	-5	3.3%	0.6%	-7	-4	4%
Cc1ccc(C23CC4CC(CC(C(=O)NC(C(=O)O)C(C)C)(C4)C2)C3)cc1 (centres undefined)	-0.5	73	-6%	0%	5%	x	x	0.2%	1.1%	x	x	-8%
C[C@@H]1O[C@@H](OC[C@H]2O[C@@H](Oc3c(-c4ccc(O)c(O)c4)oc4cc(O)cc(O)c4c3=O)[C@H](O)[C@@H](O)[C@@H]2O)[C@H](O)[C@H](O)[C@H]1O	0.6	99	0%	18%	6%	x	x	1.8%	x	-4	1	-4%
COc1ccc([C@H]2/C=C\CN(C(=O)C3CC3)[C@@H](C)C(=O)N2Cc2ccc(F)cc2)cc1	-0.5	108	x	x	-12%	x	x	-0.7%	1.6%	x	x	x
S=C(NCc1ccccc1)NN1CCOCC1	2.6	36	-9%	-1%	-7%	i	3	-0.4%	1.9%	-6	9	-2%
O=C(CN1CCN(S(=O)(=O)c2ccc3ccccc3c2)CC1)Nc1ccc(N2CCOCC2)cc1	1.5	84	8%	-4%	1%	i	-15	0.1%	4.0%	3	-10	5%
C=CCn1c(SCC(=O)Nc2ccc3c(c2)OCO3)nc2ccccc2c1=O	-1.4	45	9%	-9%	-2%	i	2	0.6%	-1.3%	-16	-11	2%
COc1ccc2c(c1)c(CCN1C(=O)c3ccccc3C1=O)cn2C(=O)c1ccco1	0.2	54	-4%	20%	-3%	i	1	0.1%	2.4%	3	-7	-8%
O=C(Nc1ccccc1C(=O)NCc1cccnc1)c1ccccc1Cl	1.4	58	-8%	6%	0%	x	x	0.1%[50 µM]	1.1%	x	x	-4%
CCOC(=O)C1CCN(C(=O)C2CCN(C(=O)c3ccc([N+](=O)[O-])cc3)CC2)CC1	-0.5	63	-5%	10%	2%	x	x	0.1%	1.2%	x	x	10%
CC(C)CC(NC(=O)C1CCCN1C(=O)OC(C)(C)C)C(=O)NCC(N)=O (centres undefined)	x	x	-2%	-6%	0%	i	-7	0.0%	x	-23	3	-6%
COc1cccc(C(=O)Nc2ccc(NC(=O)Cc3ccccc3)cc2)c1	-0.4	59	-6%	20%	4%	x	x	-0.1%	1.9%	x	x	-1%
CCOC(=O)c1nn(-c2ccc(OCC)cc2)c2nc(-c3cccc(OC)c3)c(C#N)c(=O)n12	6.3	59	-2%	2%	2%	i	-2	0.2%	2.0%	16	8	1%
COc1cccc(C(CC(=O)O)NS(=O)(=O)c2ccc3c(c2)N(C(C)=O)CC(C)O3)c1 (centres undefined)	2.6	57	-3%	-2%	6%	x	x	-2.3%	1.2%	x	x	-16%
Cc1ccccc1C(=O)NC(CC(C)C)C(=O)OCC(=O)c1c(N)n(C)c(=O)n(C)c1=O (centres undefined)	-0.8	32	-5%	2%	1%	i	-7	-0.5%	3.1%	10	4	1%
CNC(=O)Nc1cc(C)nn1C	0.9	87	-1%	6%	-15%	i	2	0.0%	1.4%	-29	9	2%
CC(C)COC(=O)C1C2C=CC3(CN(C4CCCC4)C(=O)C13)O2 (centres undefined)	-3.9	66	-2%	5%	1%	i	2	-3.4%	2.7%	6	8	-6%
COc1ccc([N+](=O)[O-])cc1NC(=O)CSc1nc(C)cc(C)n1	-1.3	57	-4%	13%	x	i	7	0.4%	0.9%	-2	3	-1%
Cc1ccc(NS(=O)(=O)c2cc(NC(=O)c3cc(=O)[nH]c(=O)[nH]3)ccc2Cl)c(C)c1	-1.0	59	-8%	3%	-9%	x	x	0.2%	13%	x	x	3%
O=Cc1c(NCc2ccc(Cl)cc2)c2ccccc2[nH]c1=O	-1.1	34	-8%	10%	-5%	x	x	-0.1%	-0.6%	x	x	-3%
